# TRHR enhancer: TRH receptor (human) allosteric enhancement. actives 0.66% (n = 360,000). TRHR cells, fluo-8 calcium fluorescence, EC20 TRH enhancement. AID 493056. P34981. enhancement, % at 2 µM; in the data active = enhancement above about 30%; note: 0% is about no effect
# Target sequence (P34981 whole entry, looked up): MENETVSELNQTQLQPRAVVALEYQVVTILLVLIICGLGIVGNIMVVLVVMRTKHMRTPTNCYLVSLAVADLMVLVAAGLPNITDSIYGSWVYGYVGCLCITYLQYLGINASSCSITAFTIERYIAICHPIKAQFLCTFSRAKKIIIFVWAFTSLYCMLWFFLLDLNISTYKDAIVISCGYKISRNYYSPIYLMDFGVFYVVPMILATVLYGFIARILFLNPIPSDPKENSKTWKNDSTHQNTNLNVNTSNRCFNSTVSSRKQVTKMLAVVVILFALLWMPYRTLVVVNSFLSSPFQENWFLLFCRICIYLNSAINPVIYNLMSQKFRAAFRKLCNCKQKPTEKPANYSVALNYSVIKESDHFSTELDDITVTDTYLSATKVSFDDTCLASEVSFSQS
#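 TRHR-expressing cells loaded with fluo-8 calcium dye were read kinetically (ex 480/em 530) during compound addition, then stimulated with an EC20 of TRH (10 nM final). Enhancement of the Gq-mediated intracellular calcium response was scored.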
# TRHR agonist: agonists of human TRH receptor; P34981; TRHR cells, calcium flux fluo-8, FDSS agonist mode; activation, % at 2 µM; actives 0.18% (n = 360,000); note: 0% is about no effect
#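 Read-out: compound-evoked intracellular calcium rise in TRHR cells, fluo-8 dye, kinetic FDSS fluorescence at 1 s/cycle following a 10-cycle baseline. Cells cultured overnight before dye loading (30 min–1.5 h, RT).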
# D1 ag: human D1 receptor agonism | P21728 | AID 504660 | actives 1% (n = 360,000) | HEK293 T-REx D1 cells, calcium flux, agonist mode | activation, % at 2 µM; note: 0% is about no effect
#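 Inducible HEK293 T-REx D1 cells, force-coupled to calcium signalling, were plated at 4000 cells/well with tetracycline and held overnight at 30 C. After no-wash calcium dye loading, compound-evoked calcium rise over 180 s flagged agonists.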
# D1 potentiator: potentiators of human D1 dopamine receptor; P21728; HEK293 TREx D1 cells, calcium flux, dopamine EC20 potentiation; potentiation, % at 10 µM; actives 0.036% (n = 360,000); AID 504651; in the data active = potentiation above about 30%; note: 0% is about no effect
# D2 antag: antagonists of human D2 dopamine receptor; P14416; inhibition, % at 10 µM; HEK293 TREx D2 cells, calcium flux, dopamine EC80; actives 2% (n = 340,000); in the data active = inhibition above about 30%; note: 0% is about no effect
# Target sequence (P14416 whole entry, looked up): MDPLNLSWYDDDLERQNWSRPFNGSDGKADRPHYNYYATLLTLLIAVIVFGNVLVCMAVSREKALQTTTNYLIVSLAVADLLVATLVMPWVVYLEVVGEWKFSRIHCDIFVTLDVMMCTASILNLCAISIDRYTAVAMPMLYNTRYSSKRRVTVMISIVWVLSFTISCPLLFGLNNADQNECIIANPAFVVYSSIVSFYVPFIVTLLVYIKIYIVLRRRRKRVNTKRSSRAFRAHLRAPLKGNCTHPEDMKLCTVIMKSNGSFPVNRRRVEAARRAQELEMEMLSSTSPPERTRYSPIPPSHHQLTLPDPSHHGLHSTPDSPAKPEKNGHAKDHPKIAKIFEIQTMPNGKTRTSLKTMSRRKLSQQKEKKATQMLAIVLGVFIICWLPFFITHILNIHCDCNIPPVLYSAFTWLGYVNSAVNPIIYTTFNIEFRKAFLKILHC
#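 In this primary screen, negative modulation is detected by tracking calcium flux after an EC80 dopamine challenge in inducible HEK293 T-REx D2 cells preexposed to test compound for 180 s.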
# RXFP1 antag: antagonists of human relaxin receptor RXFP1; Q9HBX9; HEK293-RXFP1, relaxin-stimulated cAMP HTRF, 30 min; stronger effect = lower value; activity change, negative = inhibition, % at 57.5 µM; actives 0.59% (n = 350,000); AID 1259400;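 active = activity change of -60% or lower, but not beyond a set lower limit; inconclusive = change between -60% and -40%, or beyond the set limit; inactive = change above -40%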; note: % is set by controls: 0 for no effect and ±100 for the full control effect
# D1 antag: blocks dopamine activation of the human D1 receptor. P21728. HEK293 TREx D1 cells, calcium flux, dopamine EC80; stronger effect = lower value. activity change, negative = inhibition, % at 10 µM. actives 3.2% (n = 360,000). AID 504652; in the data active = activity change below about -30%; note: % is set by controls: 0 for no effect and ±100 for the full control effect
#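 Cells carrying a force-coupled, tetracycline-inducible human D1 receptor report calcium flux. Each well gets a 10 s baseline, compound with 180 s monitoring, then an EC80 dopamine stimulus with a second 180 s kinetic read.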
# D2 agonist: activates the human D2 dopamine receptor. AID 485358. actives 0.53% (n = 340,000). HEK293 T-REx D2 cells, calcium flux agonist mode. activation, % at 2 µM;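 active = activation over 3 SD above normal in the single-dose calcium agonist read, cut at about 30% in these data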; note: 0% is about no effect
#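 Tetracycline-induced HEK293 T-REx cells with force-coupled D2 receptor, plated overnight at 30 C, loaded with no-wash calcium dye. After a 10 s baseline, compound was pin-added and calcium flux read kinetically for 180 s; calcium rises flagged agonists.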
# D2 PAM: D2 dopamine receptor (human) potentiation. potentiation, % at 10 µM. HEK293 T-REx D2, calcium flux, EC20 dopamine potentiation. actives 0.34% (n = 340,000). P14416;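 active = potentiation over 3 SD above the plate norm, cut at about 30% in these data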; note: 0% is about no effect
#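 Calcium flux readout, no-wash dye, 1 read/s. Inducible HEK293 Trex D2 line, overnight 30 C. Compound alone 180 s (agonist flags), then EC20 dopamine, another 180 s to score potentiation.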
# * marks the source's active call; other numbers are inactive results; ? = inconclusive; nt = not tested or not shown; & = joins results of further samples. Cut-off read from the data, not from the text of the source, unless noted: active = activation above about 30%; inactive = the rest.
1. Cc1nn(-c2ccccc2Cl)c(Cl)c1/C=N/Nc1nc2ccccc2s1
2. CCn1c(SCC(=O)NC(=O)NCc2ccco2)nc2sc(C)c(C)c2c1=O
3. CCc1nc(Nc2ccc(OC)cc2OC)c2oc3ccccc3c2n1
4. O=C(CN1C(=O)S/C(=C/c2ccc(N3CCOCC3)cc2)C1=O)N1CCOCC1
5. Cc1onc(-c2ccccc2Cl)c1C(=O)Oc1cc(F)cc(F)c1
6. COc1ccccc1CC(=O)Nc1cc(Cl)ccc1O
7. COc1ccccc1N1CCN(CC(=O)Nc2ccc(CN3CCCCC3)cc2)CC1
8. O=C(O)CCC(=O)N(Cc1ccco1)c1nc(-c2ccccc2)cs1
assay / entry	1	2	3	4	5	6	7	8
TRHR enhancer	0	1	-8	8	-9	-10	-2	0
TRHR agonist	-0.2	-0.3	0.0	2.3	-0.4	0.4	0.5	-0.2
D1 ag	2	-3	7	11	5	10	3	3
D1 potentiator	2	1	9	-4	-1	-3	-3	-5
D2 antag	-2	-17	9	7	nt	-34	39*	4
RXFP1 antag	15	-69*	25	5	-15	-9	-11	5
D1 antag	15	0	3	2	2	-27	15	7
D2 agonist	0.1	-0.3	-0.5	1.4	0.9	-0.5	31*	-0.6
D2 PAM	2	2	12	-8	-9	3	-24	-3

# In another format: two of the compounds above
3. CCc1nc(Nc2ccc(OC)cc2OC)c2oc3ccccc3c2n1
  TRHR enhancer: -8
  TRHR agonist: 0.0
  D1 ag: 7
  D1 potentiator: 9
  D2 antag: 9
  RXFP1 antag: 25
  D1 antag: 3
  D2 agonist: -0.5
  D2 PAM: 12

5. Cc1onc(-c2ccccc2Cl)c1C(=O)Oc1cc(F)cc(F)c1
  TRHR enhancer: -9
  TRHR agonist: -0.4
  D1 ag: 5
  D1 potentiator: -1
  D2 antag: nt
  RXFP1 antag: -15
  D1 antag: 2
  D2 agonist: 0.9
  D2 PAM: -9

# Going on with the list:
9. COc1cccc(CN2CC(C(=O)NC3CCCCCC3)CCC2=O)c1 (centres undefined)
10. CCOC(=O)CSc1nnc2n1C(C)(C)Cc1ccccc1-2
11. CCOc1ccc(NC(=O)CCSc2nc3c(c(CC)c2C#N)C(=O)CC(C)(C)C3)cc1
12. CN(C)CCOC(=O)c1sc2ccccc2c1Cl
13. Nc1c(C(=O)c2ccc(Cl)cc2)oc2ccccc12
14. Cc1ccc(/C=C/C(=O)Nc2nc3ccccc3[nH]2)cc1
15. COc1ccccc1C1=NN(C2=NN=C(N)Cc3ncnn32)C(O)(C(F)(F)F)C1 (centres undefined)
16. CC1(C)CC(=O)C(C=NCCN2CCN(C(=O)CC3CCCC3)CC2)=C(O)C1
assay / entry	9	10	11	12	13	14	15	16
TRHR enhancer	-5	-1	2	-1	2	0	-2	5
TRHR agonist	-0.7	0.5	1.7	0.2	0.0	0.3	0.0	0.1
D1 ag	0	-1	0	4	3	-1	1	1
D1 potentiator	1	-1	-4	1	-4	-1	-2	-5
D2 antag	-2	nt	nt	1	-10	3	5	-4
RXFP1 antag	0	12	2	19	12	-7	-4	nt
D1 antag	11	2	10	3	2	-12	2	4
D2 agonist	0.5	nt	nt	-1.0	0.3	1.2	-0.1	-0.7
D2 PAM	11	4	5	-7	10	2	2	3

17. Cc1cc2c(cc1NS(=O)(=O)c1ccc(NC(=O)CC(C)C)cc1)n(C)c(=O)c(=O)n2C
18. Cc1ccc(S(=O)(=O)N2CCC(=O)N(C(COCc3cccc(C)c3)C(C)C)CC2)cc1 (centres undefined)
19. O=C(c1nnc(Cc2ccc(Cl)cc2)o1)N1CCc2ccccc2C1
20. CC(CNC(=O)c1sc2ncccc2c1-n1cccc1)c1ccccc1 (centres undefined)
21. CCN(C(=O)CSc1ncccn1)c1c(N)n(Cc2ccccc2)c(=O)[nH]c1=O
22. O=C(CCN1C(=O)/C(=C/c2ccc(Cl)cc2)SC1=S)NCCCn1ccnc1
23. COC(=O)c1scc2c(=O)cc(C(F)(F)F)[nH]c12
24. Cc1cccc(Cn2c(CNS(=O)(=O)c3ccc4c(c3)CCCC4)nc3cccnc32)c1
assay / entry	17	18	19	20	21	22	23	24
TRHR enhancer	3	-7	-9	-6	2	6	6	6
TRHR agonist	-0.4	0.2	-0.5	-0.2	0.9	-0.8	10	0.2
D1 ag	-1	1	-3	6	1	-1	4	4
D1 potentiator	-6	-2	0	-2	3	10	2	0
D2 antag	nt	-4	-8	nt	7	-2	-5	nt
RXFP1 antag	nt	nt	nt	-11	0	8	nt	-2
D1 antag	-20	-5	6	0	3	4	-7	19
D2 agonist	0.6	1.2	-0.2	0.1	-0.5	-0.3	2.8	0.0
D2 PAM	-4	2	-5	-7	-3	4	7	9

# Six entries out of the list, sorted by SMILES length, high to low:
17. Cc1cc2c(cc1NS(=O)(=O)c1ccc(NC(=O)CC(C)C)cc1)n(C)c(=O)c(=O)n2C
24. Cc1cccc(Cn2c(CNS(=O)(=O)c3ccc4c(c3)CCCC4)nc3cccnc32)c1
16. CC1(C)CC(=O)C(C=NCCN2CCN(C(=O)CC3CCCC3)CC2)=C(O)C1
22. O=C(CCN1C(=O)/C(=C/c2ccc(Cl)cc2)SC1=S)NCCCn1ccnc1
19. O=C(c1nnc(Cc2ccc(Cl)cc2)o1)N1CCc2ccccc2C1
20. CC(CNC(=O)c1sc2ncccc2c1-n1cccc1)c1ccccc1 (centres undefined)
assay / entry	17	24	16	22	19	20
TRHR enhancer	3	6	5	6	-9	-6
TRHR agonist	-0.4	0.2	0.1	-0.8	-0.5	-0.2
D1 ag	-1	4	1	-1	-3	6
D1 potentiator	-6	0	-5	10	0	-2
D2 antag	nt	nt	-4	-2	-8	nt
RXFP1 antag	nt	-2	nt	8	nt	-11
D1 antag	-20	19	4	4	6	0
D2 agonist	0.6	0.0	-0.7	-0.3	-0.2	0.1
D2 PAM	-4	9	3	4	-5	-7

# Next records follow.
25. CCO[C@H]1OC(C(=O)N2CCN(C)CC2)=C[C@@H](C)[C@@H]1CCCO
26. O=C(COC(=O)Cn1[nH]c(=O)c2ccccc2c1=O)Nc1ccc2c(c1)OCO2
27. CC1CCCCN1C(=O)c1ccc(S(=O)(=O)N2CCCCC2C)cc1 (centres undefined)
28. Cc1ccc(C)c(NC(=O)CC2NCCNC2=O)c1 (centres undefined)
29. COc1ccc(CNC(=O)CSc2n[nH]c(-c3ccc(F)cc3)n2)cc1
30. COC(=O)C1CCN(C(=O)CN2C(=O)NC(CCc3ccccc3)C2=O)CC1 (centres undefined)
31. COc1ccc(C2CC(=O)Nc3sc(=N)c4c(N)c(C#N)c(N)nc4c32)cc1OC (centres undefined)
32. CSc1ccc(C#N)cc1NC(=O)c1cccnc1Cl
assay / entry	25	26	27	28	29	30	31	32
TRHR enhancer	5	5	9	-3	3	-6	34*	-1
TRHR agonist	-0.1	0.1	-0.1	1.6	-0.1	1.1	-0.6	0.3
D1 ag	-4	1	2	-1	0	5	1	4
D1 potentiator	-2	6	-1	-3	-3	-2	-3	-6
D2 antag	nt	4	0	nt	nt	8	4	5
RXFP1 antag	nt	12	-16	-5	-12	-3	31	-4
D1 antag	-2	-2	-12	3	-9	10	-11	0
D2 agonist	nt	1.1	0.6	-0.7	0.5	-0.7	-0.2	-0.3
D2 PAM	nt	-3	13	-6	14	8	11	-4

33. CCOc1ccc(C(=O)NCCc2csc(-c3cccc(C)c3)n2)cc1
34. CCN(CCCNC(=O)c1cc2cc3cc(OC)ccc3nc2s1)c1cccc(C)c1
35. Cc1[nH]c(=S)c(C#N)c(-c2ccco2)c1C(=O)N(C)C
36. CCC(C(=O)O)N1C(=O)C2CCCCC2C1=O (centres undefined)
37. Cc1nc(S(=O)(=O)Nc2ccccc2C(=O)NCC2CC2)cn1C
38. CCOc1ccccc1C(=O)NCC(=O)OCCCOC(=O)CNC(=O)c1ccccc1OCC
39. CCCCOC(=O)CSc1nnc(-c2ccccc2)o1
40. COc1ccc(-c2noc(COc3ccc(C)c(C)c3)n2)cc1OC
assay / entry	33	34	35	36	37	38	39	40
TRHR enhancer	1	-3	4	0	5	-3	14	-8
TRHR agonist	-0.1	0.2	2.1	1.2	0.4	0.6	0.2	0.8
D1 ag	3	0	11	4	1	1	5	9
D1 potentiator	-7	-4	-3	-2	-2	-5	0	-5
D2 antag	nt	nt	-9	-7	-2	12	nt	13
RXFP1 antag	?	nt	4	17	-10	-9	-6	-19
D1 antag	-9	1	0	2	9	-11	-2	-45*
D2 agonist	0.7	1.9	0.6	-0.1	-0.1	-0.1	0.4	1.2
D2 PAM	-5	15	24	3	3	0	-2	4

41. CCc1ccc(NC(=O)c2c(C(=O)Nc3ccccc3)sc3nc(C)cc(=O)n23)cc1
42. Cn1ncc2c(N3CCCCC3)nc(NCCCO)nc21
43. CC1CCN(CCCCOc2ccc(F)cc2)CC1
44. NC(=O)Cc1ccc(C(=O)c2ccc(Cl)cc2Cl)s1
45. O=C(c1cnc(N2CCCCC2)c2ccccc12)N1CCN(c2ccc(Cl)cc2)CC1
46. COc1ccc(S(=O)(=O)N2CCN(C(=O)c3cccnc3)CC2)cc1OC
47. O=C(NCCc1ccccc1)C1CCN(S(=O)(=O)c2ccc(-c3nn[nH]n3)cc2)CC1
48. O=C(O)CSc1nccn1-c1cccc(Cl)c1
assay / entry	41	42	43	44	45	46	47	48
TRHR enhancer	1&-3	4	6	-9	-6	4	0	-2
TRHR agonist	0.8&1.3	-0.5	0.8	-0.8	0.2	1.0	0.2	0.2
D1 ag	5&6	0	2	3	-1	1	0	1
D1 potentiator	-3&-1	3	1	2	-3	10	0	1
D2 antag	-2	-1	44*	-3	nt	-1	-7	-2
RXFP1 antag	1&-2	6	-3	-1	?	-1	12	-1
D1 antag	-3&6	-17	-16	-3	15	2	-4	1
D2 agonist	2.8&-0.6	-0.3	0.8	-0.4	-0.5	0.9	0.3	-0.1
D2 PAM	-7&0	7	-14	-5	-4	2	6	-5

49. CCOC(=O)c1c(C)n(C)c2ccc(OCC(O)CN3C(=O)c4ccccc4S3(=O)=O)cc12 (centres undefined)
50. CCn1c(SCC(=O)Nc2nccc(C)n2)nc2ccccc21
51. COC(=O)CC1C(=O)NC2CCCCC2N1C(=O)c1ccccc1 (centres undefined)
52. COc1ccccc1NC(=O)CCC(=O)c1ccc(-c2ccccc2)cc1
53. Cc1ccc(S(=O)(=O)Cn2nnnc2CN2CCCC3(CCCCC3)C2)cc1
54. CS(=O)(=O)c1ccc(C(=O)Nc2cc(S(C)(=O)=O)ccc2Cl)cc1
55. O=C1OC(c2ccc3c(c2)OCO3)=N/C1=C\c1ccc(C(=O)O)cc1
56. O=C(O)c1c(F)c(F)cc2ccccc12
57. Cc1csc(N2CCc3ccccc32)n1
assay / entry	49	50	51	52	53	54	55	56	57
TRHR enhancer	3	5	4	-2	3	0	7	-1	-4
TRHR agonist	0.0	0.2	1.4	0.6	1.1	-0.3	0.4	0.8	-0.7
D1 ag	2	-1	1	7	6	3	3	1	2
D1 potentiator	-4	3	-1	-3	-6	7	2	-4	-3
D2 antag	-13	3	7	2	19	-5	-12	-21	4
RXFP1 antag	15	-1	3	2	-14	-5	19	-5	-4
D1 antag	-8	2	10	4	-5	3	2	-4	12
D2 agonist	-0.5	0.3	0.2	-0.6	-3.0	0.0	1.6	1.3	0.7
D2 PAM	13	15	-4	-30	-1	-6	13	1	-5

# Assay outcomes as filed in PubChem.
